ABCB1 inh = inhibitors of human ABCB1 transporter, ABCG2 counter-screen; CCRF-Adr cells, JC-1 efflux, flow cytometry; inhibition, % at 6.6 µM; hit rate 0.067% among 190,000; AID 1326; in the data active = inhibition above about 40%;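 note: 0% = vehicle and 100% = reference inhibitor; higher value means more JC-1 retained so stronger ABCB1 efflux block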
RGS8-Gao reg = regulators of human RGS8-Galphao interaction | hit rate 0.34% among 220,000 | AID 1423 | multiplexed bead flow cytometry, RGS8-Galphao binding; actives lie on both sides | response (percent of control binding), % at 10 µM; in the data active = response below about 60% or above about 140%; inactive = in between;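 note: Galphao activated as the GDP aluminium fluoride complex binding bead-coupled RGS8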
Target sequence (P09471 whole entry, looked up): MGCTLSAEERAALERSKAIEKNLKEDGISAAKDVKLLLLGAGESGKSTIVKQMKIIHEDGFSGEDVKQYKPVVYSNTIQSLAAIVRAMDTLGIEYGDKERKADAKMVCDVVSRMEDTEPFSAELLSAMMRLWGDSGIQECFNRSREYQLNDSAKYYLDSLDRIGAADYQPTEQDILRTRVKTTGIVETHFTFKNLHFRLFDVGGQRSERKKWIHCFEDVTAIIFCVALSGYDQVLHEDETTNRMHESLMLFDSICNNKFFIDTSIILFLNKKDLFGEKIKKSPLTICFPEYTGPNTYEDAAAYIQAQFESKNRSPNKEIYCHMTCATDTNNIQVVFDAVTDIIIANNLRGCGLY
Bcl-W Bim block = human Bim-Bcl-W interaction inhibition; AID 952; hit rate 0.02% among 190,000; inhibition, % at 10 µM; bead-based flow cytometry, Bim peptide-Bcl-W binding;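 note: 0% = bound tracer without compound and 100% = peptide blocker; higher means less fluorescent Bim peptide bound to Bcl-W beads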
Target sequence (Q92843 whole entry, looked up): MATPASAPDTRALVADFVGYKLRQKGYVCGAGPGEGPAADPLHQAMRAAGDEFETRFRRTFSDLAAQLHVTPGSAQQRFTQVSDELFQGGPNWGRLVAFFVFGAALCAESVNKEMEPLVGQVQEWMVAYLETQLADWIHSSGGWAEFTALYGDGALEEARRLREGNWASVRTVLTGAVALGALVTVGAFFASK
Bfl-1 Bim block = human Bim-Bfl-1 interaction inhibition | Q16548 | Bead-based flow cytometry, Bim-Bfl-1 binding inhibition | inhibition, % at 10 µM | hit rate 0.12% among 190,000;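 note: 0% = wells without compound plus tracer and 100% = blocker peptide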
Bim-Bcl-XL = inhibitors of Bim-Bcl-XL interaction, human | AID 1007 | Q07817 | Bim peptide-Bcl-XL binding, bead flow cytometry, fluorescence | inhibition, % at 10 µM | hit rate 0.04% among 190,000
Target sequence (Q07817 whole entry, looked up): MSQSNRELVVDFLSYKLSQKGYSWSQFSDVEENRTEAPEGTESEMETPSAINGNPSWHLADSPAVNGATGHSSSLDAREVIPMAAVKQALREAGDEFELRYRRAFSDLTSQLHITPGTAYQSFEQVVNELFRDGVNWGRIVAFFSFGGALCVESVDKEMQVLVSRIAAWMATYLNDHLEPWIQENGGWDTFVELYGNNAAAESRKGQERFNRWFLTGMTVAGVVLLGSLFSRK
Bim-Bcl-2 = disrupts Bim peptide binding to human Bcl-2; inhibition, % at 10 µM; AID 950; Bead-based flow cytometry, Bim peptide-Bcl-2 binding; P10415; hit rate 0.06% among 190,000; in the data active = inhibition above about 40%; inconclusive = no clear call, values can overlap the other calls;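 note: 0% = no compound wells with probe peptide and 100% = reference peptide inhibitor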
RGS4-Gao reg = modulates binding of RGS4 to human Galphao; Multiplexed bead flow cytometry; actives lie on both sides; AID 1415; P09471; binding response (% of control), % at 10 µM; hit rate 0.33% among 220,000; in the data active = binding response below about 49% or above about 150%; inactive = in between;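 note: fluorescent Galphao activated with aluminum fluoride binding bead-coupled RGS4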
GSH fluor = GSH bead compound fluorescence profile. GSH beads flow cytometry, compound fluorescence 488/530 nm; hits give high values. fluorescence (KMESF) at 10 µM. hit rate 0.25% among 190,000. AID 1776; in the data active = fluorescence above about 89;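 note: glutathione beads carrying GST-tagged Bcl family fusion proteins plus one bare bead set; values are compound well signal with DMSO vehicle wells as background; inactives centre near 16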
RGS7-Gao = regulators of human RGS7-Galphao interaction; P09471; Multiplexed bead flow cytometry, RGS7-Galphao binding; actives lie on both sides; binding response (% of control), % at 10 µM; hit rate 0.35% among 220,000; in the data active = binding response below about 49% or above about 150%; inconclusive = no clear call, values can overlap the other calls; inactive = in between;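 note: fluorescent Galphao held in activated GDP-AlF4 state binding bead-coupled RGS7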
ABCG2 block = human ABCG2 inhibition, ABCB1 as counter-screen | Q9UNQ0 | inhibition, % at 6.6 µM | IgMXP3 cells, JC-1 efflux, flow cytometry | AID 1325 | hit rate 0.1% among 190,000;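 active = inhibition above 80%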;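 note: 0% = DMSO and 100% = nicardipine control wells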
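material = IgMXP3 (ABCG2) plus far-red-tagged CCRF-Adr (ABCB1) cells | amount = 3 million cells/mL, equal mix of both lines | also added = JC-1 transporter substrate | dosing = one concentration, 6.6 µM final | schedule = 10 min at 25 °C | measured by = flow cytometric JC-1 green MFI at 530 nm | read-out basis = percent efflux inhibition, scaled nicardipine 100% to DMSO 0%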
Bcl-B Bim block = disrupts Bim peptide binding to human Bcl-B | inhibition, % at 10 µM | hit rate 0.073% among 190,000 | bead-based flow cytometry;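 note: 0% = tracer peptide without compound and 100% = reference inhibitor peptide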
Target sequence (Q9HD36 whole entry, looked up): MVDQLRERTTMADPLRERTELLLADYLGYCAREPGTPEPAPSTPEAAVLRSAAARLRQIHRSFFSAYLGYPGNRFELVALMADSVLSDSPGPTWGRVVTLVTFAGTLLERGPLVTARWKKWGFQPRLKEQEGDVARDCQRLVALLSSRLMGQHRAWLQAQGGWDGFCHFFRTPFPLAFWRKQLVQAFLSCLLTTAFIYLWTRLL
* hit, by the source's call; u = inconclusive; [ ] = dose if it differs, or a comment. Cut-off read from the data, not from the text of the source, unless noted: active = inhibition above about 40%. The list is partial, so the mix of outcomes need not match the whole.

[1] CCOP(=S)(NN(Cc1ccccc1)C(=O)c1ccccc1)OCC
[2] CCN(CC)CCOC(=O)c1cc2cc(COC)ccc2o1
[3] O=C(Nc1ccc(C(F)(F)F)cc1)c1cccn(Cc2ccc3c(c2)OC(F)(F)O3)c1=O
[4] Cc1ccc(C(c2nnnn2Cc2ccccc2)N2CC=C(c3ccc(F)cc3)CC2)cc1 (centres undefined)
[5] NC1=Nc2ccccc2Oc2ccccc21
[6] CN1CCN(c2ccc(N)cc2)CC1
assay / entry,1,2,3,4,5,6
Bcl-B Bim block,-3,-14,-4,0,1,61*
ABCG2 block,19,-3,5,3,0,21
RGS7-Gao,93,103,101,105,105,85
Bim-Bcl-XL,-4,-5,-1,-1,1,19
Bcl-W Bim block,-1,1,5,-1,-1,23
ABCB1 inh,1.3,-0.4,0.6,0.8,0.0,0.5
RGS4-Gao reg,100,99,100,105,103,85
Bim-Bcl-2,-8,-6,-3,-1,-1,10
GSH fluor,10,35,55,14,19,8
RGS8-Gao reg,96,101,104,104,109,92
Bfl-1 Bim block,-11,-15,-13,1,-2,15

[7] COc1ccc(C(=O)CN2CCOCC2)cc1F
[8] COc1cc(/C=N/n2cnnc2)ccc1OC(=O)N(C)C
[9] Cc1cc(C)n2nc(SCC(=O)N3CCC4(CC3)OCCO4)nc2n1
[10] c1ccc(CCNCc2ccccc2)cc1
[11] CN1CCC(N(C)c2nc(-c3ccc([N+](=O)[O-])cc3)nc3ccccc23)CC1
[12] CCC(=Nc1ccc2c(c1)CCC2)c1c(O)n(C2CCCCC2)c(=O)[nH]c1=O
assay / entry,7,8,9,10,11,12
Bcl-B Bim block,1,-6,-10,2,-9,4
ABCG2 block,-6,1,5,1,2,15
RGS7-Gao,57,98,102,101,102,101
Bim-Bcl-XL,0,-6,-6,-4,-9,-7
Bcl-W Bim block,2,0,-1,0,0,1
ABCB1 inh,-1.0,-0.1,0.5,0.0,-0.2,2.2
RGS4-Gao reg,57,99,101,101,107,101
Bim-Bcl-2,5,-7,-9,1,-6,-4
GSH fluor,12,40,11,18,33,7
RGS8-Gao reg,68,100,97,104,101,102
Bfl-1 Bim block,2,-8,-8,-3,-16,-11

Random excerpt: 5 compounds from above
[8] COc1cc(/C=N/n2cnnc2)ccc1OC(=O)N(C)C
[12] CCC(=Nc1ccc2c(c1)CCC2)c1c(O)n(C2CCCCC2)c(=O)[nH]c1=O
[7] COc1ccc(C(=O)CN2CCOCC2)cc1F
[10] c1ccc(CCNCc2ccccc2)cc1
[11] CN1CCC(N(C)c2nc(-c3ccc([N+](=O)[O-])cc3)nc3ccccc23)CC1
assay / entry,8,12,7,10,11
Bcl-B Bim block,-6,4,1,2,-9
ABCG2 block,1,15,-6,1,2
RGS7-Gao,98,101,57,101,102
Bim-Bcl-XL,-6,-7,0,-4,-9
Bcl-W Bim block,0,1,2,0,0
ABCB1 inh,-0.1,2.2,-1.0,0.0,-0.2
RGS4-Gao reg,99,101,57,101,107
Bim-Bcl-2,-7,-4,5,1,-6
GSH fluor,40,7,12,18,33
RGS8-Gao reg,100,102,68,104,101
Bfl-1 Bim block,-8,-11,2,-3,-16

(more compounds)
[13] COC(=O)C1=C(N)Oc2c(c(=O)oc3ccccc23)C1c1cccnc1 (centres undefined)
[14] COc1ccc(CN2CCN(c3ccccc3F)CC2)cc1O
[15] C[N+]1(CC2COC(c3ccco3)O2)CCCCC1 (centres undefined)
[16] Cc1ccc(C(=O)NC2CC3CCC(C2)N3)cc1 (centres undefined)
[17] O=P(O)(Oc1ccccc1)OC(c1ccccc1)C(F)(F)F (centres undefined)
[18] CCN(CC)CCCN=C(C)c1c(O)n(C2CCCCC2)c(=O)[nH]c1=O
assay / entry,13,14,15,16,17,18
Bcl-B Bim block,-6,-6,-3,-6,-7,0
ABCG2 block,4,1,1,2,0,2
RGS7-Gao,103,103,96,99,94,91
Bim-Bcl-XL,-4,-17,0,-3,-6,2
Bcl-W Bim block,1,3,2,-1,-2,0
ABCB1 inh,0.4,0.3,0.2,0.8,0.3,0.4
RGS4-Gao reg,101,106,101,103,97,89
Bim-Bcl-2,-8,-8,1,0,-1,0
GSH fluor,25,36,11,20,24,8
RGS8-Gao reg,100,101,100,100,96,96
Bfl-1 Bim block,-17,-6,-1,-3,-4,0

[19] COc1cc2c(cc1OC)-c1c(OC)c(OC)c(OC)c3ccnc(c13)C2=O
[20] O=C1C2CCCN2C(c2cccnc2)N1c1nccs1 (centres undefined)
[21] CN(C)C(=O)Oc1ccc(C(=O)c2ccccc2)cc1
[22] CC1(C)OC(c2ccccc2)=C/C(=C/C=C2C(=O)NC(=S)NC2=O)O1
[23] Cc1nn(Cc2ccccc2)c(C)c1C(=O)OCC(=O)NC1CCS(=O)(=O)C1 (centres undefined)
[24] Cc1cc(C=C2C(=O)NC(=O)NC2=O)c(C)n1-c1ccc2c(c1)OCO2
assay / entry,19,20,21,22,23,24
Bcl-B Bim block,-1,-1,-2,-30,-3,-6
ABCG2 block,25,0,12,1,1,-4
RGS7-Gao,102,94,101,u,100,99
Bim-Bcl-XL,5,0,-4,22,-6,-5
Bcl-W Bim block,4,-3,-5,17,-5,-8
ABCB1 inh,5.5,-0.2,0.4,6.9,0.7,-0.2
RGS4-Gao reg,101,95,100,89,99,102
Bim-Bcl-2,1,6,0,38,-2,-2
GSH fluor,13,29,64,8,5,11
RGS8-Gao reg,102,87,104,87,104,101
Bfl-1 Bim block,2,-13,-1,22,-3,-4

[25] COc1cccc(N2C(=O)NC(=O)/C(=C/c3ccc4c5c(cccc35)CC4)C2=O)c1
[26] O=C(c1ccccc1)c1ccccc1N=Cc1c(O)[nH]c(=O)[nH]c1=O
[27] COc1ccc(CN2CC3CC(C2)c2cccc(=O)n2C3)cc1OC (centres undefined)
[28] Cc1ccc(C2=CCNCC2)cc1
[29] CC(N)C(=O)c1ccco1 (centres undefined)
[30] CCCCCn1c(=O)c(C(=O)NCc2ccco2)c(O)c2ccccc21
assay / entry,25,26,27,28,29,30
Bcl-B Bim block,-7,-20,-8,0,-4,-1
ABCG2 block,-9,2,0,0,2,1
RGS7-Gao,98,89,99,97,103,105
Bim-Bcl-XL,-7,-3,-5,2,0,-3
Bcl-W Bim block,-5,-1,-3,3,1,-3
ABCB1 inh,-1.2,0.0,-0.4,-0.1,0.3,0.1
RGS4-Gao reg,106,85,100,95,105,102
Bim-Bcl-2,-6,0,-4,0,-3,-2
GSH fluor,10,8,30,25,13,9
RGS8-Gao reg,103,87,100,97,100,104
Bfl-1 Bim block,-3,-2,-15,-4,-16,-6

[31] Cc1cc(Cl)nc(N)n1
[32] O=C(O)c1cccc2c1NC(c1cccc([N+](=O)[O-])c1)C1CC(Sc3ccccc3[N+](=O)[O-])C(Cl)C21 (centres undefined)
[33] Cn1cccc1/C=C1/C(=O)NC(=O)N(Cc2ccccc2)C1=O
[34] Cc1nc2ccccc2n1C1CCN(Cc2nnnn2CCc2ccccc2)CC1
[35] CC1CCCN(CC(=O)N2CCCc3ccccc32)C1 (centres undefined)
[36] O=c1[nH]c2ccccc2c(=O)n1-c1cccc(Cl)c1
assay / entry,31,32,33,34,35,36
Bcl-B Bim block,-6,0,0,-3,-3,0
ABCG2 block,13,0,0,4,0,0
RGS7-Gao,112,102,99,103,102,104
Bim-Bcl-XL,-10,-4,-4,0,-6,-3
Bcl-W Bim block,-4,-2,-4,-1,-4,-3
ABCB1 inh,1.1,0.1,-0.4,1.9,0.0,-0.1
RGS4-Gao reg,114,101,98,105,102,100
Bim-Bcl-2,-6,0,2,-3,1,-2
GSH fluor,9,11,8,27,37,14
RGS8-Gao reg,146*[activator],101,97,104,107,100
Bfl-1 Bim block,0,-5,3,1,-6,-1

[37] CCC(CC)C(=O)NC1CCSC1=O (centres undefined)
[38] COc1ccc(OCC(=O)N2CCN(Cc3ccc(SC)cc3)CC2)cc1
[39] CC1CCC(NCC(O)c2ccccc2)CC1 (centres undefined)
[40] CCN(CC)CCOC(=O)c1ccc(N=Cc2c(O)[nH]c(=O)[nH]c2=O)cc1
[41] Cc1cc(C(=O)NP(=O)(N2CCOCC2)N2CCOCC2)c(C)n1C1CC1
[42] CN1C2CCC1CC(=NO)C2
assay / entry,37,38,39,40,41,42
Bcl-B Bim block,1,-3,-11,-3,-5,0
ABCG2 block,-5,16,-8,2,5,3
RGS7-Gao,88,95,99,102,u,105
Bim-Bcl-XL,0,-2,-6,-4,-2,0
Bcl-W Bim block,2,-5,-2,-1,-4,0
ABCB1 inh,-5.2,1.4,-1.4,0.5,0.8,0.1
RGS4-Gao reg,92,102,100,101,100,101
Bim-Bcl-2,1,-7,-12,-5,-5,1
GSH fluor,27,13,33,15,14,14
RGS8-Gao reg,97,97,102,99,98,104
Bfl-1 Bim block,-1,-7,-19,-5,-9,-2

[43] COc1ccccc1N1CCN(Cc2cccc(OC)c2O)CC1
[44] Cc1cccn2c(=O)c3c(nc12)N1CCC(Cc2ccccc2)CC1C1(C3)C(=O)N(C)C(=O)N(C)C1=O (centres undefined)
[45] c1ccc(C2OCCN3CCCCC23)cc1 (centres undefined)
[46] O=C(N/N=C/c1c(O)n(C2CC2)c(=S)[nH]c1=O)c1ccccc1O
[47] CCCCCCN=C(C)c1c(O)n(CCCC)c(=O)[nH]c1=O
[48] CC(=O)[C@@]1(O)CC[C@H]2[C@@H]3CC=C4C[C@@H](O)CC[C@]4(C)[C@H]3CC[C@@]21C
[49] CCN(CC)c1ccc(/C=C2\C(=O)NC(=O)N(CC3CCCO3)C2=O)cc1 (centres undefined)
assay / entry,43,44,45,46,47,48,49
Bcl-B Bim block,-8,-1,-4,-11,-4,-3,1
ABCG2 block,0,2,6,-11,8,0,-4
RGS7-Gao,101,108,103,100,97,96,95
Bim-Bcl-XL,-5,-14,-7,-8,0,-5,-5
Bcl-W Bim block,-1,-2,-4,-8,0,-4,-2
ABCB1 inh,0.4,3.1,0.0,-0.8,1.7,2.0,0.0
RGS4-Gao reg,104,100,103,99,103,94,96
Bim-Bcl-2,-11,3,-5,-6,-2,-1,1
GSH fluor,22,53,12,11,8,22,12
RGS8-Gao reg,106,104,100,102,100,86,81
Bfl-1 Bim block,-16,0,0,-9,-5,-3,3

High-throughput results: PubChem BioAssay, NMMLSC
